Polio RdRp inh: poliovirus RNA polymerase inhibition. P03300. actives 0.66% (n = 150,000). AID 588519. poliovirus polymerase elongation, fluorescence polarization; active compounds read low. % elongation, % (compound at 16.7 µg/mL); in the data active = % elongation below about 90%; note: some results filed as inactive read as strong as hits
Target sequence (P03300 1749-2209 limits assumed): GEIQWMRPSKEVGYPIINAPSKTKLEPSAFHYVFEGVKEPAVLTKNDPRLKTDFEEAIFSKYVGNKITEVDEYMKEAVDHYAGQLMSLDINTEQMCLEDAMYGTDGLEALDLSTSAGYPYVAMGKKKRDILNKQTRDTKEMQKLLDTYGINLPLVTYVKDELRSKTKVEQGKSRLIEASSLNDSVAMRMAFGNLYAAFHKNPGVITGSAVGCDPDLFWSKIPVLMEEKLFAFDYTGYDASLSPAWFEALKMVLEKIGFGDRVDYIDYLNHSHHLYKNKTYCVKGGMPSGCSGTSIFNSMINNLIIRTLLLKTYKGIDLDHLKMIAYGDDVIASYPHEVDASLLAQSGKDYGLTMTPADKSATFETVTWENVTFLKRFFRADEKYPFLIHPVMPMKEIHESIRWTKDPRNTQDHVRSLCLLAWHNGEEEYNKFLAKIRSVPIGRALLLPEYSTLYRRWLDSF
Polio RdRp inh FP z-score: further read-out of Polio RdRp inh, marked with its call; z-score; measured here: FP z-score; hits read low
An asterisk follows results filed as active; & = joins results of further samples.

SMILES | Polio RdRp inh | Polio RdRp inh FP z-score
Cc1cccc(NS(=O)(=O)c2ccc(-n3cccn3)cc2)c1C | 107 | -0.2
CN(C)c1ccc(NC(=O)c2cccc(N3C(=O)c4cccnc4C3=O)c2)cc1 | 101 | 0.4
CCCc1nn2c(=O)cc(COc3ccc(NS(=O)(=O)c4ccc(Cl)cc4)cc3)nc2s1 | 99 | -0.8
COc1ccc2[nH]c(=O)c(CN(C(=O)c3cccc(Cl)c3)c3cccc(C)c3)cc2c1 | 119 | 0.3
OC[C@H]1NC[C@@H](O)[C@@H](O)[C@@H]1O | 102 | 0.3
Cc1ccc(S(=O)(=O)c2nc(S(C)(=O)=O)sc2NCc2ccccc2)cc1 | 104 | -0.9
O=C(OCc1cc(=O)n2cc(Br)ccc2n1)C1CC(=O)N(CCc2ccccc2)C1 (centres undefined) | 97 | -0.4
CSc1nc2nc(C)c(CCC(=O)OCC(=O)Nc3ccc(F)cc3)c(C)n2n1 | 103 | 0.1
CC(C)c1cc(C(=O)Nc2c(Cl)cccc2Cl)no1 | 100 | -0.2
O=C(O)C12CC3CC(CC(C3)C1)C2 | 103 | 0.3
N#Cc1ccccc1NC(=S)NCc1ccccc1 | 95 | -0.7
Cc1ccc(NCc2nnc(SCC(=O)N(Cc3ccccc3)C(C)(C)C)o2)c(C)c1 | 104 | 1
CCSc1nnc(SCC(=O)N2CC(=O)Nc3ccccc32)s1 | 104 | 0.3
O=C1CSC(C23CC4CC(CC(C4)C2)C3)N1 (centres undefined) | 102 | 0.3
O=C(NCCCN1CCCCC1)c1ccc2c(c1)sc1nc(-c3ccc(F)cc3)cn12 | 99 | -1.5
CCN1CCN(CCNC(=O)c2ccc(CS(=O)c3ccc(Cl)cc3)o2)CC1 (centres undefined) | 102 | 0
CC(C)c1nnc(NC(=O)/C=C/c2ccccc2)s1 | 104 | 0.5
CCOC(=O)c1cc(NC(=O)c2ccc(C)cc2)c(=O)n2c1oc1ccccc12 | 97 | -0.7
N#CSCC(=O)n1c2c(c3ccccc31)CCCC2 | 101 | -0.2
CCc1ccc2[nH]c(=O)c(CN(CCN(C)C)C(=O)Nc3ccccc3Cl)cc2c1 | 101 | -0.3
O=C(COC(=O)[C@@H]1CCCN1S(=O)(=O)c1ccc(Cl)cc1)NCc1ccc2c(c1)OCO2 | 102 | -0.4
O=C(Nc1ccccc1)Nc1ccc(-n2ccc(C(F)(F)F)n2)cc1 | 102 | -0.3
CC1CCCCN1S(=O)(=O)c1ccc(Cl)cc1 (centres undefined) | 106 | 0.3
Cc1cc2nn(-c3ccc(F)cc3)nc2cc1NC(=O)c1cccc2c(Cl)cccc12 | 102 | -0.5
O=C(CC1CCC1)Nc1ccc(Oc2ccccc2)cc1 | 101 | -0.1
CCN(CC)c1ccc(NC(=O)c2cc(CN3CCCC3)on2)c(C)c1 | 110 | 0.8
COc1ccc(-n2cc(C(=O)NC(C)CCc3ccco3)c3ccccc3c2=O)cc1 (centres undefined) | 106 | 2.5
CN(C)c1ccc(CNC(=O)Cc2ccc(NC(=O)N3CCCCc4ccccc43)cc2)cc1 | 115 | 0.8
CCn1c2ccccc2c2cc(C=Nc3cccc(C#N)c3)ccc21 | 101 | -0.2
CCOC(=O)c1c(NC(=O)/C=C/c2ccc(OC)cc2)sc2c1CCC(C)C2 (centres undefined) | 102 | -0.2
CCOc1ccc(S(=O)(=O)N(C(C)=O)c2ccc3oc(C)c(C(=O)OC)c3c2)cc1 | 101 | -1.1
CC(C)CSc1nnc2c3ccccc3n(C)c2n1 | 102 | 0.1
Cc1sc2ncn(CC(=O)N3CCN(c4ccccc4F)CC3)c(=O)c2c1S(=O)(=O)N1CCC(C)CC1 | 108 | 0.5
CC1=C/C(=N\Nc2ccc(C(=O)O)cc2)CC1 | 104 | 0.1
O=C(NCc1ccc2c(c1)OCO2)c1c[nH]c2ccc(S(=O)(=O)N3CCOCC3)cc2c1=O | 99 | -0.5
Cc1cc2c(n1-c1ccc(C(=O)NC(C)C)cc1)CCCC2 | 102 | 0.1
COC(=O)c1c(NC(=O)c2c(OC)cccc2OC)sc2c1CCCC2 | 106 | 0.1
Cc1c(C#N)c2ccccc2n1CC(=O)N1CCCCC1C (centres undefined) | 106 | 0.3
COc1ccc(C)cc1NC(=O)CN1C(=O)COc2ccc(S(=O)(=O)N3CCOCC3)cc21 | 117 | 0.2
CCC(=O)N1CCc2cc(S(=O)(=O)CCC(=O)NCc3ccc(C)cc3)ccc21 | 98 | -3.2
O=c1oc(-c2ccco2)cc(-c2ccccc2)c1-c1ccccc1 | 101 | -0.1
O=C(O)c1cccc(-n2cnc3ccccc3c2=O)c1 | 101 | -0.3
N#Cc1ccc(C(=O)OCC(=O)Nc2ccccc2C#N)cc1 | 103 | 0.3
Cc1ccc(C2=NC(C(F)(F)F)(C(F)(F)F)N=C3SCCN32)cc1 | 104 | 0.4
COc1ccc(O)c(-c2cc(C(F)(F)C(F)F)nc(-c3ccccc3)n2)c1 | 100 | -0.2
CN(C)C(=O)COC(=O)c1ccccc1Oc1ccccc1 | 104 | 0.2
CCOC(=O)Cn1c(=O)n(-c2ccccc2OC)c2nc(-c3cccc(F)c3)nc(C(N)=O)c21 | 108 | 0.4
N#C/C(=C\c1ccc(-c2ccc(Br)cc2)o1)C(=O)Nc1ccccc1O | 103 | 0
O=C(c1ccc(O)cc1)c1ccc(O)cc1O | 96 | -0.9
CCC(CO)N=Cc1c(O)n(-c2ccccc2F)c(=O)c2ccccc12 (centres undefined) | 101 | 0.1
CC(C)c1ccc(CNc2nc(-c3ccco3)nn2S(=O)(=O)c2ccc3ccccc3c2)cc1 | 101 | -1.4
CCOC(=O)C1CCN(C(=O)C2Cc3ccccc3N2C(=O)OCc2ccccc2)CC1 (centres undefined) | 108 | 0.6
Cn1c(=O)[nH]c(=O)c2c1ncn2Cc1ccc(F)cc1 | 103 | 0.3
CC(NC(=O)c1ccc(C#N)cc1)C1CC2CCC1C2 (centres undefined) | 100 | -0.4
COc1ccccc1NC(=O)C(Cc1ccccc1)NS(=O)(=O)c1ccc2c(c1)CCN2C(C)=O (centres undefined) | 103 | 0
CCOC(=O)C(C(O)c1ccccc1)N1CCN(S(=O)(=O)c2ccc(C)cc2)CC1 (centres undefined) | 102 | 0
CCOc1cccc2c1CCNC2=O | 104 | 0.7
CCN1CCc2c(sc(=NC(=O)c3ccc(F)cc3)n2C(=O)c2ccc(F)cc2)C1 | 65* | -4.2*
O=C(O)CCSc1nc2ccccc2n1C1CCCCC1 | 104 | 0.7
COC(=O)C(Cc1c[nH]c2ccccc12)NC(=O)COc1cccc(C)c1 (centres undefined) | 104 | 0.1

New compounds follow:
SMILES | Polio RdRp inh | Polio RdRp inh FP z-score
O=C(CSc1ncn[nH]1)Nc1ccccc1 | 103 | 0.1
Cc1ccc(S(=O)(=O)NCCc2csc(C)n2)cc1 | 105 | 1.2
O=C(O)CSc1c2c(nc3cc(C(=O)Nc4ccc(F)c(Cl)c4)ccc13)CCCC2 | 101 | -0.4
Cc1ccccc1NC(=O)CSc1nc2ccc(NC(=O)c3ccco3)cc2s1 | 100 | -1.6
CCCc1cc(=O)oc2cc(C)c3c(-c4cccc(OC)c4)coc3c12 | 110 | 0.8
COc1ccc(CNC(=O)c2cc(Nc3ccccc3OC)nc3ccccc23)cc1 | 103 | 0.7
CCOC(=O)C1CCN(C(=O)COC(=O)c2ccc(N(C)C)cc2)CC1 | 102 | -0.1
Cc1cc2nc(COC(=O)C(C)C)cc(=O)n2o1 | 101 | 0
Cc1ccc2oc3c(c(=O)c2c1)C1(C(=O)N(C)c2ccccc21)N(CCCO)C3=O (centres undefined) | 104 | -0.6
CCOc1ccc(NC(=O)c2ccc(NC(=O)CCS(=O)(=O)c3cccs3)cc2)cc1 | 105 | 0.3
Clc1ccc(-n2ncc3c(NC4CCCC4)ncnc32)cc1 | 105 | -0.3
N#Cc1ccccc1CSCCNc1ncnc2c1oc1ccccc12 | 101 | 0
CCC(=O)N1CCc2cc(Br)cc(S(=O)(=O)N3CCC(C(=O)Nc4cccc(C)c4)CC3)c21 | 100 | -1
N[C@@H](Cc1cc(I)c(Oc2ccc(O)c(I)c2)c(I)c1)C(=O)O | 101&102 | 0.2&0.4
CC(NC(N)=O)C(=O)OCc1ccc(Cl)cc1Cl (centres undefined) | 105 | 0.3
CC(C)c1ccc(NS(=O)(=O)c2ccc3[nH]cc(C(=O)N4CCCC4)c(=O)c3c2)cc1 | 105 | -1.2
COc1ccc(-c2noc(N3CCC(C(=O)NC(C)CCc4ccccc4)CC3)n2)cc1 (centres undefined) | 102 | 0.1
COc1ccc(CN2CCN(C(=O)CN3C(=O)C4C5C=CC(C5)C4C3=O)CC2)c(OC)c1OC (centres undefined) | 101 | -0.2
Nc1cc(=O)[nH]c(SCC(=O)NC2CCCCC2)n1 | 105 | 0.1
CSC(=Nc1ccc(Cl)cc1)N(C)C | 94 | -1.2
O=C(NCC1CCCO1)c1ccc(CS(=O)(=O)c2ccc(Cl)cc2)o1 (centres undefined) | 103 | 0.4
Cc1ccc2c(nc3s/c(=C\c4ccc(-c5ccccc5F)o4)c(=O)n32)c1C | 79 | -2.2
O=c1c2ccc(N3CCOCC3)c3cccc(c32)c2nc3ccccc3n12 | 95 | -1.8
CCOc1ccc(NC(=O)c2cc3ccccc3o2)cc1 | 103 | 0.3
O=C(COC(=O)Cn1nnc(-c2ccccc2)n1)Nc1nc(-c2ccccc2)cs1 | 101 | -0.3
O=C(Cn1ncc2c3ccccc3n(Cc3cccc(Cl)c3)c2c1=O)NCCCN1CCCCC1 | 134 | 2.8
CCC(C)(C)C(=O)Nc1ccc(Cl)cc1 | 100 | -0.5
Cc1cccc(NC(=O)CSc2cccc[n+]2[O-])c1C | 98 | -0.5
Cc1ccc(NC(=O)c2ccc3noc(-c4ccccc4)c3c2)c(C)c1 | 102 | 0.8
COC(=O)CCc1csc(N)n1 | 100 | -0.9

15 compounds from above, ordered by number of heavy atoms, high to low.
SMILES | Polio RdRp inh | Polio RdRp inh FP z-score
COc1ccc(CN2CCN(C(=O)CN3C(=O)C4C5C=CC(C5)C4C3=O)CC2)c(OC)c1OC (centres undefined) | 101 | -0.2
CCC(=O)N1CCc2cc(Br)cc(S(=O)(=O)N3CCC(C(=O)Nc4cccc(C)c4)CC3)c21 | 100 | -1
COc1ccc(-c2noc(N3CCC(C(=O)NC(C)CCc4ccccc4)CC3)n2)cc1 (centres undefined) | 102 | 0.1
CC(C)c1ccc(NS(=O)(=O)c2ccc3[nH]cc(C(=O)N4CCCC4)c(=O)c3c2)cc1 | 105 | -1.2
O=C(COC(=O)Cn1nnc(-c2ccccc2)n1)Nc1nc(-c2ccccc2)cs1 | 101 | -0.3
Cc1ccc2c(nc3s/c(=C\c4ccc(-c5ccccc5F)o4)c(=O)n32)c1C | 79 | -2.2
O=c1c2ccc(N3CCOCC3)c3cccc(c32)c2nc3ccccc3n12 | 95 | -1.8
O=C(NCC1CCCO1)c1ccc(CS(=O)(=O)c2ccc(Cl)cc2)o1 (centres undefined) | 103 | 0.4
N[C@@H](Cc1cc(I)c(Oc2ccc(O)c(I)c2)c(I)c1)C(=O)O | 101&102 | 0.2&0.4
CCOc1ccc(NC(=O)c2cc3ccccc3o2)cc1 | 103 | 0.3
Cc1cccc(NC(=O)CSc2cccc[n+]2[O-])c1C | 98 | -0.5
CC(NC(N)=O)C(=O)OCc1ccc(Cl)cc1Cl (centres undefined) | 105 | 0.3
CCC(C)(C)C(=O)Nc1ccc(Cl)cc1 | 100 | -0.5
CSC(=Nc1ccc(Cl)cc1)N(C)C | 94 | -1.2
COC(=O)CCc1csc(N)n1 | 100 | -0.9

(listing goes on)
SMILES | Polio RdRp inh | Polio RdRp inh FP z-score
c1ccc2c(c1)c1ccccc1c1nn3nnnc3nc21 | 98 | -1
COc1ccccc1N1CCN(C2C3CC4CC(C3)CC2C4)CC1 (centres undefined) | 99 | -0.1
COc1ccc(S(=O)(=O)NC23CC4CC(C2)CC(C(=O)O)(C4)C3)cc1 | 104 | 0.2
O=C(CCN1C(=O)c2ccccc2S1(=O)=O)Nc1cccc(C(=O)O)c1 | 103 | 0.5
COc1ccc(-c2c(C#N)c(SCC(=O)Nc3cccc(Cl)c3)nc(C)c2C(=O)Nc2ccccc2)cc1OC | 105 | 0.2
Cc1cccc(NC(=O)CSc2nc3c(cc2C#N)C(=O)CC(C)(C)C3)c1 | 103 | 0.3
COc1cccc2c1cc1c(=O)n(CC(=O)NCc3ccco3)nc(C)n12 | 101 | -1.6
CC1(C(=O)O)CCC(C(=O)N2CCCCC2)C1(C)C (centres undefined) | 102 | 0.3
CCCn1c(=S)[nH]c2ccccc21 | 103&100 | 0.1&-0.4
Cc1cccc(CCNC(=O)c2cc3ccccn3n2)c1 | 106 | -0.3
O=C1CC(c2ccccc2)N=C(SCC(=O)Nc2ccccc2)N1 (centres undefined) | 95 | -0.7
Cc1ccc2c(c1)CCCN2C(=O)c1ccc2c(c1)OCO2 | 101 | 0.1
COc1ccc(-c2nnc(N)s2)cc1 | 104 | 0.6
Cc1cc(C)nc(SCc2ccccc2C(=O)N2CCN(C(=O)c3ccco3)CC2)n1 | 109 | 1.1
CCc1cc2c(COC(=O)C3CC(=O)N(Cc4ccco4)C3)cc(=O)oc2cc1O (centres undefined) | 95 | -0.4
CC1=C(C(=O)OCc2ccccc2)C(/C=C/c2ccccc2)N2C(=O)CCSC2=N1 (centres undefined) | 102 | 0.4
Cc1ccc2ncc(C(=O)Nc3cccc(C(F)(F)F)c3)c(=O)n2c1 | 108 | 1.1
Cc1cccc(C(=O)NCC(=O)OCc2cc(=O)n3nc(C)sc3n2)c1 | 105 | -0.3
COc1ccc(CNC(=O)CN2CCC(=O)CC2)cc1 | 109 | 1
CCCCN(C)C(=O)CN1C(=O)CCn2nc(-c3cn(C)c4ccccc34)cc21 | 98 | -2.1
COc1cc(C(=O)N(Cc2cccnc2)c2nc3cc(C)c(C)cc3s2)cc(OC)c1OC | 109 | 0.7
CCCn1c(CCC(=O)Nc2ccccc2OC)nc2cccnc21 | 108 | 0.4
CN(C)S(=O)(=O)c1cccc(CSc2nnc(N)s2)c1 | 105 | 0.2
CCCCNC(=O)c1cn(C)c2ccc(S(=O)(=O)N3CCCC3)cc2c1=O | 102 | -0.4
COc1ccc(NC(=O)Cn2c(=O)n(C(C)C)c(=O)c3oc4ccccc4c32)cc1Cl | 106 | -0.2

Screening results from PubChem BioAssay.

A portion of the library, so the mix of outcomes need not match the whole.
